IDH1 R132H inh = blocks human mutant IDH1 R132H enzyme | O75874 | IDH1-R132H enzyme, NADPH consumption, diaphorase/resazurin fluorescence | Potency, µM (series often up to 76.6 µM), for inactives: at the top dose activity change, negative = inhibition, actives largely listed as inhibitors | 390,000 compounds, 0.093% hits | AID 602179; note: potency is the fitted concentration of half-maximal effect; % is set by controls: 0 for no effect and ±100 for the full control effect; nearly all actives have a fitted effect of over 65% in size
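IDH1-R132H (0.5 ug/mL dispensed) in pH 7.5 Tris buffer was preincubated 30 min with compound, then given a substrate mix of 0.016 mM NADPH and 2 mM alpha-KG for 80 min at room temperature; remaining NADPH was read by diaphorase/resazurin fluorescence.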
GLS inh = glutaminase GLS (human) inhibition; O94925; GLS enzymatic activity, qHTS titration; Potency, µM (titrated, usually from 45.5 µM), without a hit: at the top dose activity change, negative = inhibition, usual class: inhibitors; 410,000 compounds, 0.21% hits; note: potency is the fitted concentration of half-maximal effect; % is set by controls: 0 for no effect and ±100 for the full control effect
Target sequence (O94925 whole entry, looked up): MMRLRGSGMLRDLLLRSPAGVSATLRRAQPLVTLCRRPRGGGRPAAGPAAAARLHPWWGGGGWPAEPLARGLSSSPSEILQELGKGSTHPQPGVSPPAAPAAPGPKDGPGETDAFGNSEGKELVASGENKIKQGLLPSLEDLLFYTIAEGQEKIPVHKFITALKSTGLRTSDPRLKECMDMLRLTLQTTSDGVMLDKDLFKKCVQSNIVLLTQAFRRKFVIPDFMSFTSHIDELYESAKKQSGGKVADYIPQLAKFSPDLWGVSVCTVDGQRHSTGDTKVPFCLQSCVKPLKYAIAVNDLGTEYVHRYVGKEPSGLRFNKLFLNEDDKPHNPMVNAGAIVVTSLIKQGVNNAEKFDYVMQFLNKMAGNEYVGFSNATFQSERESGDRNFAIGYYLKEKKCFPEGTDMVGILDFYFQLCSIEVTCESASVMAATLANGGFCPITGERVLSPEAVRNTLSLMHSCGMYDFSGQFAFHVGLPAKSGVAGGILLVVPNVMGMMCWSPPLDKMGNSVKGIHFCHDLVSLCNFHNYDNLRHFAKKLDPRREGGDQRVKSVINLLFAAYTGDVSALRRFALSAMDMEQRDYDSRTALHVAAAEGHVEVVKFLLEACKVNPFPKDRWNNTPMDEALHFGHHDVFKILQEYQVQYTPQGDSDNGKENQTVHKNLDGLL
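Two-point fluorescence kinetic (t0, 30 min RT) for hKGA; glutamate detected via glutamate oxidase–HRP–Amplex Red. Substrate: 1 mM L-glutamine solution; buffer 45 mM KH2PO4, pH 8.2.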
HP1b chromo inh = inhibitors of HP1-beta chromodomain binding to methylated histone tails; P83916; AlphaScreen HP1-beta / biotin-H3K9me3 peptide binding; Potency, µM (highest dose often 114 µM), for the others: top-dose activity change, negative = inhibition, usual class: inhibitors; 390,000 compounds, 0.56% hits; note: potency is the fitted concentration of half-maximal effect; nearly all actives have a fitted effect of over 70% in size; inactives centre near 23
Target sequence (P83916 whole entry, looked up): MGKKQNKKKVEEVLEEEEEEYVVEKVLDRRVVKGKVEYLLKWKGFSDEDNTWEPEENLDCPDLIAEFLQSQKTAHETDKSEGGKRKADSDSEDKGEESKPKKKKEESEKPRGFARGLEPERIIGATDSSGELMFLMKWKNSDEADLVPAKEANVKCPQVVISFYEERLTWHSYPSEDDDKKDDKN
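HP1-beta protein (50 nM final) preincubated 30 min at room temperature with biotinylated H3(1-18)K9me3 peptide (50 nM) in PBS pH 7.4, 0.01% Tween-20, then compound added for 30 min. AlphaScreen streptavidin donor/nickel chelate acceptor beads (10 ug/mL final), 30 min dark, luminescence read.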
TrxR1 inh = blocks rat thioredoxin reductase 1 | AID 588453 | Potency, µM (highest dose often 114 µM), inactives show at the top dose activity change, negative = inhibition, usual class: inhibitors | 390,000 compounds, 1% hits | recombinant rTrxR1, NADPH fluorescence consumption, selenite substrate; note: potency is the fitted concentration of half-maximal effect; % is set by controls: 0 for no effect and ±100 for the full control effect; nearly all actives have a fitted effect of over 65% in size
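Rat TrxR1 (90 nM in the dispensed reagent) was pre-reduced with 400 uM NADPH for 5 min at room temperature, then incubated with compound for 15 min. After 400 uM selenite was added, NADPH fluorescence (Ex 340/Em 450 nm) was followed for 8 min.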
PGK inhibitor = T. brucei PGK inhibition. PGK/GAPDH coupled, Kinase-Glo luminescence, 60 min. Potency, µM (doses to about 57.5 µM), for inactives: at the top dose activity change, negative = inhibition, most hits filed as inhibitors. 380,000 compounds, 0.043% hits; note: potency is the fitted concentration of half-maximal effect; % is set by controls: 0 for no effect and ±100 for the full control effect; nearly all actives have a fitted effect of over 60% in size
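Recombinant glycosomal PGK reaction used 1,3-bisphosphoglycerate generated in-well by GAPDH (100nM final) in 100mM TEA pH 7.6, 5mM MgCl2, 0.01% Tween-20. After 60 minutes at room temperature, ATP was read by Kinase-Glo Plus luminescence end-point.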
TrxR1 substrate = rat thioredoxin reductase 1 substrate activity; O89049; purified TrxR1 substrate turnover, NADPH consumption readout; Potency, µM (titrated, usually from 114 µM), without a hit: top-dose activity change, negative = substrate turnover; 390,000 compounds, 0.01% hits; AID 588456; note: potency is the fitted concentration of half-maximal effect; % is set by controls: 0 for no effect and ±100 for the full control effect; nearly all actives have a fitted effect of over 50% in size
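Rat TrxR1, dispensed at 90 nM, was prereduced with 400 uM NADPH (final) for 5 min at ~22 deg C, then incubated with compound 15 min before 400 uM selenite. A first-read NADPH fluorescence drop versus no-compound background flagged substrates.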
USP1-UAF1 inh = USP1/UAF1 (human) deubiquitinase inhibition; O94782; recombinant USP1/UAF1, Ub-Rhodamine cleavage fluorescence; Potency, µM (top dose mostly 57.1 µM), without a hit: at the top dose activity change, negative = inhibition, usual class: inhibitors; 390,000 compounds, 0.23% hits; note: potency is the fitted concentration of half-maximal effect; % is set by controls: 0 for no effect and ±100 for the full control effect; nearly all actives have a fitted effect of over 60% in size; inactives centre near -12
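High-throughput fluorogenic screen: 1nM USP1/UAF1 complex, Ub-Rho substrate 150nM final, 50mM HEPES pH 7.8 with 0.5mM EDTA, 0.1 mg/ml BSA, 1mM TCEP and 0.01% Tween-20.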
PI4K2A inh = inhibitors of human PI4K2A; Q9BTU6; purified PI4K2A, ADP-Glo luminescence, 1 h; hits give low values; activity change, negative = inhibition, % at 76.9 µM; 420,000 compounds, 0.13% hits; in the data active = activity change below about -50%; inconclusive = mostly about -30% to -49%;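 note: -100% = wells without enzyme as full effect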
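In this quantitative HTS, ADP production by PI4K2A was quantified luminescently after 1 h at ambient temperature; 100 microM adenosine served as plate-quality control.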
Pin1 inh = inhibitors of human Pin1; Pin1 FP peptide displacement, HiFluor488, 10 min; Potency, µM (doses to about 115 µM), for inactives: at the top dose activity, negative = inhibition, most hits filed as inhibitors; 390,000 compounds, 0.009% hits; AID 504891; active = well fitted inhibition curve with a large enough effect in the polarisation, with a control signal flat, not every such curve was filed as active; inconclusive = small, poorly fitted or top-dose-only effect, or effect the other way, or a change in a side signal; inactive = no such curve, though single readings can be large or run the other way; the % refers to the polarisation; note: potency is the fitted concentration of half-maximal effect; % is set by controls: 0 for no effect and ±100 for the full control effect
Target sequence (Q13526 whole entry, looked up): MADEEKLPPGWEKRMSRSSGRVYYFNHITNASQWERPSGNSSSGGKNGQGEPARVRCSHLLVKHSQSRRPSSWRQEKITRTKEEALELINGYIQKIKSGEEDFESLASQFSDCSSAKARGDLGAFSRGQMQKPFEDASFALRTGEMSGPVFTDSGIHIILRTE
* = called active by the depositor; i = inactive; ? = inconclusive; / = no result given; & = joins results of further samples; [ ] = dose if it differs, or a comment. Unless noted, calls come from the whole dose curve; as a rule, active = well fitted curve in the direction sought with a large enough effect; inconclusive = small, poorly fitted or top-dose-only effect, or another doubt; inactive = no such curve, though single readings can be large; an effect the other way counts as inactive or inconclusive. Only part of the results is shown; count on the stated rates, not on these rows.

SMILES	IDH1 R132H inh	GLS inh	HP1b chromo inh	TrxR1 inh	PGK inhibitor	TrxR1 substrate	USP1-UAF1 inh	PI4K2A inh	Pin1 inh
O=C1c2ccccc2C(=O)N1c1cccc(-c2nc3ccccc3o2)c1	3%	-8%	39%	-11%	-1%	-15%	-11%	2	1%
Cc1ccnc(NCc2ccc(Cl)cc2)c1	0%	-1%	27%	18%	-7%	5%	-24%	-4	-2%
CC(=O)Oc1ccc([C@@H]2COc3c(ccc4c3C=CC(C)(C)O4)C2)c(OC(C)=O)c1	-16%	4%	-5%	9%	-4%	-6%	3%	1	1%
CCOc1ccc(NC(=O)COc2cccc3cccnc23)cc1S(=O)(=O)N1CCCC1	-1%	11%	/	/	-1%	/	-22%	-9	/
CCOC(=O)C1CCN(CCC(=O)Nc2cc(C)ccc2C)CC1	-3%	11%	30%	15%	0%	-4%	-8%	-1	-4%
Cc1nc2ccc(NC(=O)c3ccc(Cl)c(NC(=O)c4cccs4)c3)cc2s1	3%	-4%	15%	23%[57.1 µM]	-5%	22%	-12%	-13	18%
COc1ccc(C(=O)Nc2cccc(-c3ccc4nncn4n3)c2)cc1OC	0%	-6%	28%	23%	i	6%	-8%	5	-1%
CCN(Cc1ccccc1)C(=O)C(C)OC(=O)c1cc(S(=O)(=O)Nc2c(C)n(C)n(-c3ccccc3)c2=O)ccc1C (centres undefined)	-5%	2%	-13%	19%	i	-1%	-18%	-1	1%
CCCc1cc(=O)oc2cc(OCC(=O)NCCN3CCOCC3)c(Cl)cc12	13%	-4%	/	/	i	/	-25%	-2	/
O=C(NCc1ccc2c(c1)OCO2)c1c[nH]c2ccc(S(=O)(=O)N3CCOCC3)cc2c1=O	10%	-1%	8%	-3%	-5%	8%[57.1 µM]	-13%	-1	2%

Structures listed so far with a halogen (three):
SMILES	IDH1 R132H inh	GLS inh	HP1b chromo inh	TrxR1 inh	PGK inhibitor	TrxR1 substrate	USP1-UAF1 inh	PI4K2A inh	Pin1 inh
Cc1ccnc(NCc2ccc(Cl)cc2)c1	0%	-1%	27%	18%	-7%	5%	-24%	-4	-2%
Cc1nc2ccc(NC(=O)c3ccc(Cl)c(NC(=O)c4cccs4)c3)cc2s1	3%	-4%	15%	23%[57.1 µM]	-5%	22%	-12%	-13	18%
CCCc1cc(=O)oc2cc(OCC(=O)NCCN3CCOCC3)c(Cl)cc12	13%	-4%	/	/	i	/	-25%	-2	/

Following part:
SMILES	IDH1 R132H inh	GLS inh	HP1b chromo inh	TrxR1 inh	PGK inhibitor	TrxR1 substrate	USP1-UAF1 inh	PI4K2A inh	Pin1 inh
COC(=O)c1ccc(CNC(=O)COC(=O)COc2ccc(OC)cc2)cc1	10%	-2%	30%	24%[57.1 µM]	i	-14%[57.1 µM]	-4%	2	-5%
O=C(NCCOc1cccc(Cl)c1Cl)c1cc(-n2cnnc2)ccc1Cl	10%	2%	29%	11%	i	1%	-3%	10	3%
Cc1cc(C)cc(-n2ncc3c2CCCC3NC(=O)c2cc(C)oc2C)c1 (centres undefined)	6%	-10%	21%	?	-4%	1%	-24%	-23	3%
O=C(NCCNC(=O)c1ccccn1)c1ccc(-c2ccccc2)cc1	-3%	8%	22%	16%	-5%	2%	-19%	-2	-17%
COC(=O)C1[C@H]2SC(C)(C)C(C(=O)OC)N2C(=O)N1Cc1nc2ccccc2s1 (some centres undefined)	-1%	7%	36%	1%[57.1 µM]	i	6%[57.1 µM]	-25%	-4	-1%
Cc1ccc(NC(=O)c2c(C)nc3ccccn23)cc1C	2%	3%	20%	8%	-5%	-5%	-8%	2	5%
CCC(C)N(C(=O)COC(=O)/C=C/c1ccc(O)c(OC)c1)C1CCS(=O)(=O)C1 (centres undefined)	-1%	9%	11%	-10%	-6%	-9%	1%	-5	11%
CC1C(=O)N(Cc2cn(CCC3OCCO3)nn2)CCS(=O)(=O)N1Cc1ccc(-c2ccc(Cl)c(Cl)c2)cc1 (centres undefined)	-22%	-4%	/	/	0%	/	-25%	3	/
COc1ccccc1S(=O)(=O)Nc1ccc(S(=O)(=O)Nc2nccs2)cc1	-12%	15%	22%	8%	-1%	-1%	-11%	-2	-1%
CN1CCN(CCNC(=O)Cn2c(=O)c3cccn3c3ccc(F)cc32)CC1	-5%	1%	42%[activator]	10%	2%	-6%	1%	1	7%
COc1ccc(CNC(=O)C2CC(c3ccccc3[N+](=O)[O-])=NO2)cc1 (centres undefined)	-2%	3%	10%	1%	2%	-6%	-7%	1	3%
O=C(Cc1ccccc1)N(Cc1cccnc1)c1nc2c(Cl)cccc2s1	7%	1%	16%	10%[57.1 µM]	-9%	1%[57.1 µM]	-14%	1	37%[activator]
O=C(CC1CCC1)NC(c1ccccc1)c1ccccc1	-4%	-3%	39%[activator]	17%	-10%	-1%	-10%	-2	-8%
CCc1ccc(N(CC(=O)N2CCCCCC2)S(C)(=O)=O)cc1	7%	11%	11%	-2%	-1%	-3%	4%	-3	-15%
CSCC[C@H](NC(=O)OC(C)(C)C)C(=O)N1CCC(C(=O)N[C@@H](C)C(=O)O)CC1	4%	0%	31%[activator]	-15%	0%	-9%	13%	-1	5%
CCOc1ccc(NC(=S)NC(=O)c2ccco2)cc1	-6%	1%	8%	?	-5%	-9%	-5%	3	0%
CCOC(=O)C(NC(=O)CC)C(O)c1cccc([N+](=O)[O-])c1 (centres undefined)	2%	10%	23%	21%	-11%	3%	-7%	3	-1%
Cc1c(CC(=O)N2CCN(C(=O)C3COc4ccccc4O3)CC2)c(=O)oc2cc(O)cc(O)c12 (centres undefined)	14%	13%	-1%	-26%	-5%	99%[activator]	-13%	-19	?
CC(C)(C)C(=O)Cn1c(=N)n(Cc2ccccc2)c2ccccc21	1%	4%	-6%	13%	1%	-7%	-17%	3	?
COc1ccc(-c2noc(CSc3nc4sc(C)c(C)c4c(=O)n3-c3ccccc3)n2)cc1OC	-3%	-4%	0%	13%	-6%	8%	-12%	-1	8%
Cc1ccccc1NC(=S)N(Cc1ccco1)C(C)c1ccccn1 (centres undefined)	9%	-2%	15%	-11%	3%	-2%	-4%	2	4%
COc1ccc(OC)c(/C=C2\N=C(c3ccccc3)OC2=O)c1	0%	-4%	37%	27%	-10%	2%	?	31	?
NS(=O)(=O)c1ccc(Oc2ccc(S(N)(=O)=O)cc2)cc1	8%	1%	54%[activator]	13%	-10%	5%	-22%	1	-2%
O=C(NCCCN1CCCC1)c1ccc2c(c1)N(Cc1ccccc1F)C(=O)c1ccccc1S2(=O)=O	-8%	-3%	20%	16%	4%	4%	-28%	-1	0%
CCCSc1nc2c([nH]1)c(=O)n(C)c(=S)n2C	2%	19%	27%	-10%	i	-9%	-7%	1	0%
COCCCNCCCCSc1ccc(Cl)cc1	3%	-15%	?	4%[57.1 µM]	-7%	-7%	-4%	-4	-12%
O=C(NCCc1ccccc1)C1CC(=O)N(C2CCCCCC2)C1 (centres undefined)	2%	0%	18%	12%	/	10%	-10%	-1	2%
CSCCC(NC(=O)c1ccccc1Cl)C(=O)N(C)Cc1cccs1 (centres undefined)	3%	10%	17%	-3%	i	-3%	-21%	-3	-1%
Cc1ccc(Nc2ccc(NCc3ccccc3)nn2)cc1C	0%	12%	?	-5%	i	-9%	-7%	-2	-1%
O=C(c1ccco1)n1c(=S)nc2ccccn21	6%	-22%	-25%	-12%	-10%	-6%	-19%	1	-4%
Cc1ccc(C2(C)NC(=O)N(CC(=O)N3CCN(S(=O)(=O)c4ccc(Cl)s4)CC3)C2=O)cc1 (centres undefined)	2%	4%	14%	-9%	-1%	-11%	-3%	0	8%
COC(=O)c1cccc(CSc2nc3ccccc3[nH]2)c1	8%	1%	29%	20%	-5%	-4%	-9%	-2	0%
CC(C)c1ccc(CNC(=O)C(=O)Nc2nccs2)cc1	6%	8%	11%	15%[57.1 µM]	i	9%	1%	1	-5%
N#Cc1ccc(-c2ccc(OCC(=O)NN=Cc3ccncc3)cc2)cc1	0%	4%	30%	10%[11.4 µM]	i	12%[11.4 µM]	-26%	0	85%[activator]
CC(=O)c1cccc(NC(=O)Cn2c(=O)oc3cc(S(=O)(=O)N4CCCC4)ccc32)c1	-5%&15%	0%&-10%	4%&37%	2%&-22%	-1%&-4%	-4%&-11%	-7%&-10%	0&-4	13%&8%
Cc1ccc(-n2c(SCC(N)=O)nc3c(c2=O)C2(CCCC2)Cc2ccccc2-3)cc1	-20%	-8%	10%	-2%	i	2%	-24%	-5	0%
O=[N+]([O-])c1ccc(N2CCc3ccccc3C2)nc1	5%	4%	4%	11%	-10%	-12%	-3%	-6	-2%
Cc1cc(C)nc(NC(=O)c2ccc(Cl)cc2)n1	1%	-10%	17%	5%[57.1 µM]	-4%	0%[57.1 µM]	-11%	1	-1%
COc1ccccc1NC(=O)N1C2CCCC1CC(NC(=O)c1ccccc1)C2 (centres undefined)	-4%	-4%	22%	8%	-6%	4%	-3%	2	-3%
Cc1ccc(OCc2nnc(-c3ccc(Cl)cc3)o2)cc1	6%	4%	146%[activator]	0%[57.1 µM]	6%	-8%[57.1 µM]	1%	-1	-1%
CCOc1ccc2nc(N3CCC(C(=O)NCCCN4CCOCC4)CC3)sc2c1	12%	?	1%	5%	18%	-4%	-7%	-3	-6%
